PKA-R2B act – PKA-R2B complex activation; PKA-R2B holoenzyme dissociation, Cy5-IP20 fluorescence polarization; R2B truncated from residue 108, S112A mutant; 0% DMSO only, 100% 113 µM cGMP; activation, % at 11.4 µM; 340,000 compounds, 0.079% hits;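 active = activation above a cutoff set at the mean over all compounds plus 3 SD, cut at about 18% in these data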;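 note: higher means more holoenzyme dissociation and a rise in polarization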
CAL PDZ FP-1 – blocks peptide binding to the human CAL PDZ domain; 300,000 compounds, 0.92% hits; inhibition, % at 24.9 µM; purified CAL PDZ, TMR-peptide fluorescence polarization, 1 h; Q9HD26; AID 602252;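 active = mean inhibition of at least 30% with at least half of replicates also reaching 30%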;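 note: 0% = DMSO neutral control and 100% = excess unlabeled competitor peptide PRC23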
Cardiac RTF inh – cardiac RTF calcium desensitization | P19429+P45379 | AID 493244 | inhibition, % at 7.15 µM | 340,000 compounds, 0.12% hits | IANBD-labeled cardiac RTF, Ca2+ fluorescence;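 active = inhibition above the mean inhibition of all tested compounds plus 3 SD, cut at about 17% in these data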;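 note: assay run at fixed EC70 calcium of 1.6 mM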
LANA DNA inh – KSHV C-LANA DNA binding inhibition. MBP-C-LANA/FAM-LBS DNA binding, fluorescence polarization. inhibition, % at 9 µM. 340,000 compounds, 0.078% hits;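 active = highest replicate inhibition at or above 60% at 9 µM, even if other replicates fall short; inactive = all replicates below 60% inhibition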;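 note: 0% = neutral control wells and 100% = 4 µM acridine orange control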
cardiac RTF act – increases calcium sensitivity of human cardiac regulated thin filaments | P19429+P45379 | IANBD-labeled TnC RTF fluorescence at EC20 calcium; 0% EC20 calcium, 100% full calcium | activation, % at 7.2 µM | 340,000 compounds, 0.24% hits | AID 493008;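 active = activation above the mean over all tested compounds plus 3 SD, cut at about 30% in these data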;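 note: rise in fluorescence read as greater calcium sensitivity of cardiac thin filaments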
Keap1 Nrf2 FP – inhibitors of human Keap1-Nrf2 protein-protein interaction; AID 504523; inhibition, % at 9.4 µM; Q14145; 340,000 compounds, 0.15% hits; Keap1 Kelch-Nrf2 peptide fluorescence polarization, 1536-well; in the data active = inhibition above about 12%;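 note: human Keap1 Kelch domain with fluorescein labeled Nrf2 9mer peptide probe; 0% = neutral control wells and 100% = peptide positive control; higher means more block of Keap1 binding to Nrf2 peptide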
Target sequence (Q14145 whole entry, looked up, the tested form may be a part): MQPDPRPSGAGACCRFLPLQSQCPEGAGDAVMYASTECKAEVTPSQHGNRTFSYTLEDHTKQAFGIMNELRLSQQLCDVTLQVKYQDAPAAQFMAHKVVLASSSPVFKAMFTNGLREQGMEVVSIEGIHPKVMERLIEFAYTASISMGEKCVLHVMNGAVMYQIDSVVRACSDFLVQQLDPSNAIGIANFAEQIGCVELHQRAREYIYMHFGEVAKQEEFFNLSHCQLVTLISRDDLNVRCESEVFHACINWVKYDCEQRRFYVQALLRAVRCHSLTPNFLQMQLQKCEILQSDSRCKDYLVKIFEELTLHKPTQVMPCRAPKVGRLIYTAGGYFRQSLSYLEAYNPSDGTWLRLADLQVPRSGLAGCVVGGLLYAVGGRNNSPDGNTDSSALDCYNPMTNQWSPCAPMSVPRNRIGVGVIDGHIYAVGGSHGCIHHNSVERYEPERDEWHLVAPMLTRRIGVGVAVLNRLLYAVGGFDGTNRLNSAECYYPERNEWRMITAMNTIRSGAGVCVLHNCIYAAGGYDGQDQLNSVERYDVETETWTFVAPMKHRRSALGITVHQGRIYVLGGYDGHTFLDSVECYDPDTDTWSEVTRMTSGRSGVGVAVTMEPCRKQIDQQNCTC
Rtt109 Vps75 – inhibitors of Candida albicans Rtt109/Vps75 histone acetyltransferase; Q5AAJ8; purified Rtt109/Vps75, ThioGlo CoA-SH fluorescence, 4 h; inhibition, % at 34.9 µM; 330,000 compounds, 0.16% hits;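 active = inhibition of at least 50% in every replicate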
Target sequence (Q5AAJ8 whole entry, looked up): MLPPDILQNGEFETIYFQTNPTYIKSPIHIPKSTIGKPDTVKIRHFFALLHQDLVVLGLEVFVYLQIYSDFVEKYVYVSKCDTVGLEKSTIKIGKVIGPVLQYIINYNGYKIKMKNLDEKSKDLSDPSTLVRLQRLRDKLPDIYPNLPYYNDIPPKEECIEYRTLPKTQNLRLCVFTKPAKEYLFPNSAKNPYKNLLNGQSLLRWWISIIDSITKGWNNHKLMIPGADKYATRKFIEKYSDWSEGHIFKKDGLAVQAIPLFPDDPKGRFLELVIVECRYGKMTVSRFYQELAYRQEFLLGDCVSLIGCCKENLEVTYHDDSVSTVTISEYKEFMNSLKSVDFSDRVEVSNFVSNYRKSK
SR-BI uptake up – enhances SR-BI lipid uptake from DiI-HDL | 320,000 compounds, 0.096% hits | CHO ldlA[mSR-BI] cells, DiI-HDL uptake fluorescence, 3 h; 100 = double the neutral-control signal | AID 504775 | activation, % at 12.5 µM;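 active = mean replicate activation of at least 60% and every replicate at or above 60%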;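 note: 0% = median plate neutral-control signal and 100% = twice that signal; values of inactives mirror those of a sister screen read the other way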
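system = CHO ldlA[mSR-BI] cells, LDL receptor-null, SR-BI overexpressing | medium = Ham's F12 with 0.5% BSA, HEPES 25 mM, pH 7.4 | probe or stimulus = DiI-HDL 10 µg/mL | compound dosing = single-point compound dose | incubation = compound exposure 3 h, 37 °C | technique = DiI fluorescence, bottom read | read-out = cell-associated DiI fluorescence as measure of HDL uptake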
DAGLB inhibitor – blocks human DAGLB lipase activity; Q8NCG7; HEK293T DAGLB membrane lysate, EnzChek fluorogenic substrate; inhibition, % at 5.17 µM; 340,000 compounds, 0.059% hits; AID 504411; in the data active = inhibition above about 34%;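 note: 0% = enzyme with vehicle and 100% = wells lacking enzyme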
CAL PDZ FP-2 – blocks peptide binding to human CAL PDZ domain; AID 504414; inhibition, % at 20 µM; purified CAL PDZ, TMR-peptide fluorescence polarization, 1 h; 330,000 compounds, 0.02% hits;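 active = highest replicate inhibition of at least 40%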;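 note: plate controls were DMSO neutral control wells for no effect and unlabeled competitor peptide control wells for full effect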
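material = purified tagged CAL PDZ domain construct (CerCALP) | buffer or medium = sodium phosphate/NaCl buffer pH 7.4 with TCEP, IgG, Thesit | reagent = TMR-labelled reporter peptide T*-PRC34 bound in PDZ groove | incubation = 1 h room-temperature incubation prior to read | measured by = fluorescence polarization (mP) | evaluation = percent inhibition from loss of millipolarization | control set = unlabelled peptide and DMSO controls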
An asterisk follows results filed as active; · = no result given.

Fields – Cardiac RTF inh	DAGLB inhibitor	Keap1 Nrf2 FP	CAL PDZ FP-2	SR-BI uptake up	Rtt109 Vps75	cardiac RTF act	PKA-R2B act	LANA DNA inh	CAL PDZ FP-1
CN1CCN(c2nc(N3CCN(CCO)CC3)nc3ccccc23)CC1
 : -2	1	2	-2.0	22	1	0	0	0.0	-1
CCC(=O)Nc1ccc2ccccc2c1
 : 0	-1	-2	-0.6	15	7	3	-3	0.1	2
CCc1nn(C(C)C(=O)N(C)Cc2ccccc2)c(=O)c2cc3occc3n12 (stereo unspecified)
 : 3	0	-9	-2.7	-5	9	3	-3	0.9	·
CC(NC(=O)COc1ccc(-c2ccccc2)cc1)C1CCCO1 (stereo unspecified)
 : -5	-5	-5	-3.5	-8	-6	2	1	2.3	5
COc1cccc(NC(=O)CN(C)C(=O)c2ccccc2OCc2c(C)noc2C)c1
 : 4	-2	-1	-3.6	-30	15	-1	-6	0.2	-5
CCOc1cnn(-c2cc(Oc3ccc(C)cc3)ncn2)c(=O)c1Cl
 : -4	-5	-3	-4.1	-14	6	8	-5	-1.5	3
CC(C)(C)c1ccccc1NC(=O)c1ccc(-n2cncn2)c([N+](=O)[O-])c1
 : -3	-3	-5	-1.6	-37	-3	-2	-3	0.8	1
CN1CCCC(OC(=O)c2ccccc2Br)C1 (stereo unspecified)
 : -3	-2	-2	-0.7	12	-1	17	6	-0.3	-7
CCOc1ccccc1Nc1nc2ccccc2n1C(C)C
 : 1	-2	-7	-0.3	-42	1	2	2	-0.8	-6
CN(C(=O)c1ccc(NC(=O)Cc2cccc(NC(=O)C3CCCN(C(=O)C4CCCC4)C3)c2)cc1)C1CCCC1 (stereo unspecified)
 : 4	0	-6	0.2	-52	12	7	-10	-2.1	-7
CN(C)CCn1c(=O)n(-c2ccc(F)cc2)c(=O)c2c3c(sc21)CCCCC3
 : -2	-3	4	-0.9	23	1	1	-5	1.1	-3
Cc1ncc([N+](=O)[O-])n1S(=O)(=O)c1cc(Cl)ccc1Cl
 : 0	0	4	0.3	-4	-3	-2	-8	-0.5	·
COc1ccc(OCc2cc(-c3ccc(Cl)cc3)no2)cc1
 : -6	-17	4	-1.0	14	2	-1	3	-1.1	-3
COc1ccc(C2(CNC(=O)c3cc([N+](=O)[O-])cc([N+](=O)[O-])c3)CCCC2)cc1OC
 : -1	0	-4	-0.9	-12	-1	2	-5	0.1	-1
CCCc1ccc(NC(C)C(=O)Nc2ccc(S(=O)(=O)N3CCOCC3)cc2)cc1 (stereo unspecified)
 : -5	1	-6	0.2	4	-5	-20	-5	-0.6	-1

Fields – Cardiac RTF inh	DAGLB inhibitor	Keap1 Nrf2 FP	CAL PDZ FP-2	SR-BI uptake up	Rtt109 Vps75	cardiac RTF act	PKA-R2B act	LANA DNA inh	CAL PDZ FP-1
CCc1ccc2c(Cl)c(C(=O)N/N=C/c3c[nH]c4ccccc34)sc2c1
 : -3	-4	-1	0.2	-40	10	2	-2	0.2	-2
Cc1cnccc1CN(C)C(=O)CC1C(=O)NCCN1CC1CCCCC1 (stereo unspecified)
 : -13	1	-6	-0.2	7	-5	0	2	0.9	·
O=C(O)c1ccc2c(=O)n3c(nc2c1)/C(=C/c1cccc(O)c1)CC3
 : -2	2	-2	1.5	4	-2	3	-10	2.9	-3
Cc1cccn2c(=O)c(/C=C(\C#N)S(=O)(=O)c3ccccc3)c(N3CCN(Cc4ccccc4)CC3)nc12
 : 5	-4	0	-1.6	23	-3	5	-1	0.1	·
O=c1ccc(S(=O)(=O)N2CCCC2)cn1Cc1nc(-c2ccc(F)cc2)no1
 : -8	-3	5	-2.2	-6	-4	-4	-9	0.5	-5
O=C(c1ccc(Br)s1)N1CCN(C/C=C/c2ccccc2)CC1
 : -2	-5	-3	-1.8	-6	-7	3	2	1.1	·
N=Nc1c(O)n(CC(=O)Nc2ccccc2)c2ccccc12
 : -12	2	-2	-1.0	15	2	0	-3	-1.2	-4
CCCC(CNC(=O)COC(=O)C1=NNC(=O)CC1)c1ccc(Cl)cc1Cl (stereo unspecified)
 : -13	-1	0	-0.6	-4	-3	-1	4	0.3	-5
CC/C(C)=C1/NC(=O)NC1=O
 : 2	-1	1	-0.6	24	-3	-3	-4	-1.6	·
Cc1cc(C)cc(NC(=O)CSc2nc3c(c(=O)[nH]2)CN(Cc2ccc(F)cc2)CC3)c1
 : -7	5	-2	-1.3	11	-3	-5	-5	0.5	0
CCO[C@@H]1OC(C(=O)N2CCOCC2)=C[C@H](c2coc3ccccc3c2=O)[C@H]1CCCO
 : -10	-3	-5	-0.6	12	0	-3	-3	0.5	-2
Cc1noc(NS(=O)(=O)c2ccc(NC(=O)CSc3nc4c(cc3C#N)CCCCC4)cc2)c1C
 : -4	12	3	-1.7	16	5	-9	5	0.3	-3
COC(=O)Cn1cnc2scc(-c3ccc(C)cc3)c2c1=O
 : 2	0	2	-0.9	-25	2	10	-1	0.0	-2
CCOc1cc(-c2nc(C)c(C(C)=O)n2O)ccc1OCC(=O)Nc1ccc(F)cc1
 : -4	-3	-2	-0.2	-37	-4	3	-13	0.4	·
CNC(=O)c1ccc(OC2CSC2)cc1
 : -5	0	-1	1.5	13	8	-5	5	0.5	2

In the list so far, these have a cyano group.
Fields – Cardiac RTF inh	DAGLB inhibitor	Keap1 Nrf2 FP	CAL PDZ FP-2	SR-BI uptake up	Rtt109 Vps75	cardiac RTF act	PKA-R2B act	LANA DNA inh	CAL PDZ FP-1
Cc1cccn2c(=O)c(/C=C(\C#N)S(=O)(=O)c3ccccc3)c(N3CCN(Cc4ccccc4)CC3)nc12
 : 5	-4	0	-1.6	23	-3	5	-1	0.1	·
Cc1noc(NS(=O)(=O)c2ccc(NC(=O)CSc3nc4c(cc3C#N)CCCCC4)cc2)c1C
 : -4	12	3	-1.7	16	5	-9	5	0.3	-3

Continuation:
Fields – Cardiac RTF inh	DAGLB inhibitor	Keap1 Nrf2 FP	CAL PDZ FP-2	SR-BI uptake up	Rtt109 Vps75	cardiac RTF act	PKA-R2B act	LANA DNA inh	CAL PDZ FP-1
COc1ccc(OC)c(NC(=O)CSCc2cnn(-c3ccccc3)c2-n2cccc2)c1
 : 2	-6	4	0.2	-22	3	-2	12	1.1	-3
O=C(Nc1ccccc1C(=O)N1CCCC1)c1ccccc1
 : 5	-3	-2	0.1	3	14	1	1	0.0	-3
OC(CNC1CCCC1)COc1ccc(-c2ccccc2)cc1 (stereo unspecified)
 : -1	2	-5	-3.3	-47	16	-1	1	0.3	0
Cc1cccc(NC(=O)c2cc3ccccc3oc2=O)c1
 : -7	-2	0	-1.4	7	-3	0	-2	4.6	·
Cc1cc(=O)n2[nH]c(N)c(N=Nc3ccccc3F)c2n1
 : -6	4	-4	-2.2	26	9	1	7	-1.8	-5
CC[C@@H]1[C@H]2CCCC(=O)N3CC[C@@H](C[C@H]1O)[C@@H]23
 : -3	1	-7	-1.4	-1	9	7	2	-2.5	2
COc1ccc(CNC(=O)OCCN2CCN(Cc3ccccc3)CCC2=O)cc1
 : -6	0	-4	-0.9	24	-4	0	-2	0.2	0
CCN1CCN(C(=S)c2ccc(OCC(=O)Nc3ccc(OC)cc3)cc2)CC1
 : -11	-3	-2	-0.4	-27	-1	2	9	-0.1	-2
COc1cccc(N(CC(=O)NC2CC3CCC2C3)S(=O)(=O)c2ccccc2)c1 (stereo unspecified)
 : -7	-3	1	-3.9	·	6	-2	-8	0.1	-2
O=C(CCCN1C(=O)NC2(CCCC2)C1=O)N1CCN(S(=O)(=O)c2ccccc2)CC1
 : -4	-1	-4	-0.7	0	-6	1	-5	2.3	·
Cc1c(C(=O)N(Cc2ccccc2)Cc2cccnc2)cnn1-c1ccc(F)cc1
 : -2	-4	0	-0.8	21	-5	0	0	0.9	-6
CCCN1C(=O)/C(=C/c2ccc3c(c2)OCO3)NC1=S
 : -4	-1	0	-6.5	19	12	-1	-1	0.1	1
CSc1nc2ccc(NC(=O)c3c(-c4ccccc4)noc3C)cc2s1
 : -9	-6	-5	-1.7	-33	15	-2	-5	3.8	-1
O=[N+]([O-])c1cccc(NC(=S)N2CCc3ccccc3C2)c1
 : 2	-2	-2	-0.9	-49	-10	-3	-9	0.0	-3
c1ccc2c(c1)nc1n2CC2CON(C3CCCCC3)C12 (stereo unspecified)
 : -6	3	-3	1.6	25	12	0	1	-0.2	8

Fields – Cardiac RTF inh	DAGLB inhibitor	Keap1 Nrf2 FP	CAL PDZ FP-2	SR-BI uptake up	Rtt109 Vps75	cardiac RTF act	PKA-R2B act	LANA DNA inh	CAL PDZ FP-1
CCCCN(C(=O)c1ccccc1OCc1ccc(F)cc1)c1c(N)n(CCC)c(=O)[nH]c1=O
 : -3	1	-5	-2.1	17	2	1	-4	-0.3	13
COc1ccc(OC)c(NC(=O)CN2C(=O)NC3(CCCc4ccccc43)C2=O)c1 (stereo unspecified)
 : -7	2	-5	-0.5	16	-4	-1	9	-0.2	-3
O=C(/C=C/c1ccc2c(c1)OCCCO2)c1ccccc1O
 : -3	-4	3	-2.7	9	-3	5	-1	1.4	-1
O=C(C=C=Nc1ccccc1)C(=O)N=C=Cc1ccccc1
 : -6	4	-3	0.6	-6	3	1	1	2.8	1
CC(C)Cn1c(=O)c2ccccc2n2c(CCC(=O)NCc3ccccn3)nnc12
 : 8	-1	0	-1.4	15	5	-4	-2	-0.3	-1
CC1(C)CC(=O)C=C(NNC(=O)C2CCCCC2)C1
 : 2	-1	-5	0.8	-5	-1	9	4	-0.4	·
COc1ccc(C(=O)N/N=C/c2ccc(OC(=O)c3cccs3)cc2)cc1
 : -1	5	-2	0.0	-19	4	2	-8	1.0	-5
O=C(CSc1nc2ccccc2o1)NCC1CCCO1 (stereo unspecified)
 : -6	1	-1	-0.2	2	-3	2	-3	0.7	-2

Hits appear at their usual frequency; about 1.6% have a hit in one of these screens.
